# From PubChem
# TDP1 block = blocks human tyrosyl-DNA phosphodiesterase 1; Potency, µM (titrated, usually from 130 µM), inactives show at the top dose activity change, negative = inhibition, most hits filed as inhibitors; 0.28% of 350,000 active; recombinant TDP1, AlphaScreen DNA substrate cleavage; Q9NUW8; further: nearly all actives have a fitted effect of over 40% in size
# Target sequence (Q9NUW8 whole entry, looked up): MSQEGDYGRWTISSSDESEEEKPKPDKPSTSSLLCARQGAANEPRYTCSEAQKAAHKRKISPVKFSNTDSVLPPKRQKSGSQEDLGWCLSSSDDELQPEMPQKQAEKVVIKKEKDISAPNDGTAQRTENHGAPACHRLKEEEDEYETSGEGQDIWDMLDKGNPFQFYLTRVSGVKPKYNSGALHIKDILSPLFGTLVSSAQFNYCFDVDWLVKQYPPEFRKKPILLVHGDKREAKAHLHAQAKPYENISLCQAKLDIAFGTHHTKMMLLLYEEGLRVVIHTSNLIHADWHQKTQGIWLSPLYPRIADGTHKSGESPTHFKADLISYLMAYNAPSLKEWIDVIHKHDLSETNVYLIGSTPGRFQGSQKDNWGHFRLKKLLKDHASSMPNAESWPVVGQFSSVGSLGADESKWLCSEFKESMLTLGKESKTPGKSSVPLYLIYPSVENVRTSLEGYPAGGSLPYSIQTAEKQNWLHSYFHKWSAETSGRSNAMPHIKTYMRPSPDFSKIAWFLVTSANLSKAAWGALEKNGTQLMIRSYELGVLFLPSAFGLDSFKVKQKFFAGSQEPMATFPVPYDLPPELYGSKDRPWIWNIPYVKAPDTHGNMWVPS
#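 Enzyme-compound mixtures sat 15 min at room temperature, followed by a 5 min reaction with 15 nM final substrate and 10 min with AlphaScreen beads. Recombinant human Tdp1 was used at 1 nM final.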
# DT40 TDP1 no CPT = qHTS for Inhibitors of human tyrosyl-DNA phosphodiesterase 1 (TDP1): qHTS in cells in absence of CPT; 15% of 420,000 active; Potency, µM (titrated, usually from 46.2 µM), without a hit: top-dose activity change, negative = growth inhibition, actives largely listed as inhibitors; DT40 Tdp1-/- hTDP1 cells, no CPT, ATP luminescence, 48 h; further: nearly all actives have a fitted effect of over 55% in size
#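 Chicken DT40 Tdp1-/- cells stably complemented with human TDP1 were seeded at 400 cells/well with DMSO in place of 20 nM camptothecin. After compound pinning, cells grew at least 48 hr at 37 °C; viability read by CellTiter-Glo luminescence.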
# TDP1 cell CPT = DT40-hTDP1 cell growth loss with CPT; chicken DT40 Tdp1-/-;hTDP1 cells + 20 nM CPT, ATP luminescence, 48 h; AID 686979; 12% of 420,000 active; Potency, µM (top dose mostly 46.2 µM), without a hit: top-dose activity change, negative = growth inhibition, hits mostly inhibitors; further: nearly all actives have a fitted effect of over 55% in size
#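 Chicken DT40 Tdp1-/- cells stably complemented with human TDP1 were seeded at 400 cells/well in medium containing 20 nM camptothecin, exposed to pin-transferred compounds, and grown at 37 °C for at least 48 hr. Viability was read as ATP luminescence.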
# Active calls of the source: *; ? = inconclusive; · = not tested or not shown; & = joins results of further samples; ! = not active in a repeat; [ ] = dose if it differs, or a comment. The call rests on the fitted dose curve; in most records, active means well fitted curve in the direction sought with a large enough effect; inconclusive means small, poorly fitted or top-dose-only effect, or another doubt; inactive means no such curve, though single readings can be large; an effect the other way counts as inactive or inconclusive. On the % scale 0 is the no-effect control and ±100 the full control effect; potency means the concentration at half of the fitted maximal effect.
SMILES,TDP1 block,DT40 TDP1 no CPT,TDP1 cell CPT
Cc1ccnc(NS(=O)(=O)c2ccc(NC(=O)c3ccc4c(c3)OCCO4)cc2)n1,4%,-19%,-9%
CC(=O)N1CCN(c2ccc([N+](=O)[O-])cc2)CC1,-3%,-21%,9%
CCOc1ccc(S(=O)(=O)N(CC)CC)cc1NC(=O)CSCc1c(C)noc1C,-9%,?,?
O=C1CCC([N+](=O)[O-])C(c2cc(Br)ccc2F)N1 (centres undefined),·,4%,5%
O=C(Cn1cnc(S(=O)(=O)N2CCCCC2)c1)NCc1ccco1,2%,-7%,2%
CN(CCc1ccccc1)C(=O)c1ccc(NC(=O)Cc2ccc(NC(=O)C3CCCN(C(=O)C4CCCC4)C3)cc2)cc1 (centres undefined),·,?,?
Cc1cc(C)c(NC(=O)CSc2ccnc(=O)[nH]2)c(C)c1,0%,-28%,?
COc1cccc(NC(=O)CN2CCSc3ccccc32)c1,8%,?,-29%
Cc1ccc(NC(=O)CN2CCN(C)CC2)cc1S(=O)(=O)N1CCOCC1,-9%[0.505 µM],-3%,14%
CCc1nnc(NC(=O)c2ccc(-c3cccc(C(F)(F)F)c3)o2)s1,·,-1%,-22%
CCNc1cc(S(=O)(=O)C(F)(F)F)ccc1N,2%,?,?
Cc1ccc(S(=O)(=O)NCC(=O)N2CCCC2C(=O)O)cc1 (centres undefined),·,2%,6%
Cc1cc(NC(=O)CCN2CCN(C)CC2)ccc1Br,·,9%,17%
CC(C)CCN1C(=O)c2ccc(C(=O)NCc3ccccn3)cc2C1=O,0%[0.505 µM],-2%,5%
Cc1sc(N/N=C/c2cc([N+](=O)[O-])ccc2O)nc1-c1ccccc1,3%,15µM*,15µM*
CCOC(=O)c1sc(NC(=O)c2ccc(CC)s2)nc1C,2%,0%,-1%
Cc1ccc(C2C(C#N)=C(N)Oc3nc(-c4ccccc4)[nH]c32)o1 (centres undefined),6%,-25%,?
CCOC(=O)[C@H]1[C@H]2COc3ccc(Br)cc3[C@H]2N2C(=O)CN(Cc3ccc(C)cc3)C(=O)[C@@]12C,·,?,?
COc1ccc(OC)c(CNC(=O)c2ccc(N3Cc4ccccc4Oc4ncccc43)s2)c1,0%,?,?
CC1(C(=O)NS(=O)(=O)c2cccc(C#N)c2)CCN1C(=O)C1(c2ccc(Cl)cc2)CC1 (centres undefined),·,-18%,?

# Two entries drawn at random from those above:
SMILES,TDP1 block,DT40 TDP1 no CPT,TDP1 cell CPT
CC(C)CCN1C(=O)c2ccc(C(=O)NCc3ccccn3)cc2C1=O,0%[0.505 µM],-2%,5%
CCOC(=O)c1sc(NC(=O)c2ccc(CC)s2)nc1C,2%,0%,-1%

# New compounds follow.
SMILES,TDP1 block,DT40 TDP1 no CPT,TDP1 cell CPT
COc1cccc(C(=O)C2=NN(C(C)=O)CC2c2ccco2)c1 (centres undefined),2%,-13%,7%
CCc1nnc(SCC(=O)Nc2ccc(NC(C)=O)cc2)n1-n1cccc1,1%,-18%,-17%
CCN(c1ccc(OC)cc1)S(=O)(=O)c1nnc(NC(=O)c2ccccc2Cl)s1,6%&8%,16µM*!,?
Cc1ccc(NC(=O)Cn2c(=O)n(CCCCC(=O)NCCc3ccc(Cl)cc3)c(=O)c3ccccc32)cc1,5%,?,?
O=C(CCN1C(=O)c2ccccc2C1=O)NCc1cccc(Cl)c1,·,13%,15%
CCOC(=O)/C(N=Nc1c(C)n(C)n(-c2ccccc2)c1=O)=C(\C)O,8%,-24%,-6%
Cc1ccc2c(c1)sc(-c1ccc(N(C)C)cc1)[n+]2C,·,0.018µM*,0.037µM*
O=C1c2ccccc2S(=O)(=O)c2cc(N3CCC(C(=O)N4CCCCC4)CC3)ccc21,·,18µM*,21µM*
O=C(O)c1ccc(COc2ccccc2/C=C2\NC(=O)N(Cc3ccc(F)cc3)C2=O)cc1,-5%,?,1%
COc1cccc(-c2nnc3sc(-c4ccco4)nn23)c1,4%,-16%,-8%
C=CCn1c(SCC(C)=O)nnc1-c1cc(-c2ccccc2)sc1N,8%,?,?
C/C(Cl)=C\C[N+](C)(C)CC(=O)OCCc1ccccc1,3%,-15%,0%
Cc1csc2c(N3CCC(C(=O)O)CC3)ncnc12,-1%,-5%,-5%
CS(=O)(=O)Nc1ccc(S(=O)(=O)N2CCOCC2)cc1,-1%,?,-9%
Cc1cc(C)n(NC(=S)NC2CCCC2)c(=O)c1C#N,6%,-12%,-1%
CN(C)S(=O)(=O)N1CCN(c2ccnc3cc(Cl)ccc23)CC1,·,13µM*,23µM*
COc1ccc(CNC(=O)C(OC(=O)c2cccs2)C(C)C)cc1 (centres undefined),2%,?,-2%
Cc1c(Cl)cccc1NC(=S)N1CCN(Cc2ccccc2)CC1,7%,-14%,-28%
COC(=O)c1ccccc1NS(=O)(=O)c1c(C)noc1C,1%,23%,-16%
CCc1ccc(NC(=O)Cn2nnc(C(=O)Nc3cc(C)ccc3OC)c2N)cc1,2%,-28%,-29%

# Reformatted field by field: 4 of the compounds above.
> Cc1c(Cl)cccc1NC(=S)N1CCN(Cc2ccccc2)CC1
  TDP1 block = 7%; DT40 TDP1 no CPT = -14%; TDP1 cell CPT = -28%

> CN(C)S(=O)(=O)N1CCN(c2ccnc3cc(Cl)ccc23)CC1
  TDP1 block = ·; DT40 TDP1 no CPT = 13µM*; TDP1 cell CPT = 23µM*

> COC(=O)c1ccccc1NS(=O)(=O)c1c(C)noc1C
  TDP1 block = 1%; DT40 TDP1 no CPT = 23%; TDP1 cell CPT = -16%

> CS(=O)(=O)Nc1ccc(S(=O)(=O)N2CCOCC2)cc1
  TDP1 block = -1%; DT40 TDP1 no CPT = ?; TDP1 cell CPT = -9%

# Going on with the list:
SMILES,TDP1 block,DT40 TDP1 no CPT,TDP1 cell CPT
CC(C)(C)c1ccc(-c2c(C(=O)O)c(C(=O)O)c3n2CSC3)cc1,·,0%,0%
CC(C)(CNCc1ccccc1)NS(=O)(=O)c1ccccc1,-2%,-3%,-2%
Cc1ccc2nc(-c3ccc(O)cc3)c(Nc3ccc4c(c3)OCO4)n2c1,7%,?,23µM*
CSCC(=O)N1CCCC(CNC(=O)c2ccc(-c3ccccc3)cc2)C1 (centres undefined),4%,23µM*,23µM*
CCc1c(C)c2ccc(OCC(N)=O)cc2oc1=O,7%,1%,-9%
O=C(c1ccc(S(=O)(=O)Nc2ccccc2)cc1)N1CCCC(C(F)(F)F)C1 (centres undefined),4%,?,?
CSc1ncc(Cl)c(C(=O)Nc2ccc(S(=O)(=O)Nc3nccc(C)n3)cc2)n1,5%&6%,10µM*,?
O=C(COC(=O)c1ccc(NS(=O)(=O)c2ccc3c(c2)OCCO3)cc1)NC1CC1,-7%,-1%,-22%
COc1ccccc1CNC(=O)CSc1nnc2c(Cl)cc(C(F)(F)F)cn12,5%,-30%,6%
CCN(C(=O)COC(=O)c1c(C)nn(-c2ccccc2)c1Cl)c1c(N)n(Cc2ccccc2)c(=O)[nH]c1=O,2%,19%,7%
CCCCn1[nH]c(-c2ccccc2)cc1=O,2%,18µM*,?
Cc1nn(C(C)C(=O)Nc2ccc(C(C)C)cc2)c(=O)c2c1sc1ccccc12 (centres undefined),6%,?,?
CCOC(=O)c1ccc(Cn2cnc3ccccc3c2=O)cc1,2%,?,-20%
CCOc1ccccc1CNC(=O)C1=C(C)C(=O)OC12CCN(C(C)=O)CC2,2%,-10%,4%
O=[N+]([O-])c1nc2ccccc2[nH]1,·,-28%,-8%
Cc1cc(C)c(C#N)c(N2CCCC(C(N)=O)C2)n1 (centres undefined),2%,-8%,-2%
COC(=O)[C@H](CC(C)C)NC(=O)Cn1cnc2c(NCc3ccccc3)ncnc21,0%[56.1 µM],-5%,-16%
O=c1c2ccccc2nc(COc2ccccc2)n1/N=C/c1c[nH]c2ccccc12,2%,16µM*,?
Cc1cc(C)cc(N=C2NC(=O)/C(=C/c3cccs3)S2)c1,3%,13µM*,?
CCCNC(=O)C(Cc1ccc(C(F)(F)F)cc1)NC(=O)c1ccc(C#N)cc1 (centres undefined),1%,-5%,-29%
CCCn1c(SCc2nc(-c3ccccc3OCC)no2)nnc1-c1ccc(Cl)cc1,4%,18µM*,?
CCOC(=O)c1ncn2c1[C@@H]1CCNC1C(=O)c1cc(OC)ccc1-2 (some centres undefined),·,?,?
Cc1nn(CC(C)C)c(=S)[nH]c1=O,4%,-26%,-5%
C[C@@H]1CN([C@@H](C)CO)C(=O)c2cc(NC(=O)Nc3cccc4ccccc34)ccc2O[C@@H](C)CCCCO[C@H]1CN(C)C(=O)c1ccccc1,·,21µM*,?
COc1cc(CN2CCN(S(=O)(=O)c3ccc(F)cc3)CC2)cc(OC)c1OC,-5%,?,?
CC(C)C(=O)Nc1cccc(C(=O)NCc2ccc3c(c2)OCO3)c1,0%,-18%,-8%
O=c1cc(CN2CCN(Cc3ccccc3)CC2)c2cc(Cl)ccc2o1,-3%,-19%,-12%
CCN1CCN(Cc2ccc(NC(=O)c3ccc(C)c(NC(=O)c4cccc5[nH]ccc45)c3)cc2C(F)(F)F)CC1,6%,13µM*,12µM*
Cc1ccc(NS(=O)(=O)N(C)C)cc1,0%,-27%,5%
O=C(Nc1ccccc1C(=O)NCc1ccc(Cl)cc1)c1ccco1,7%,?,-4%
CCCn1c(SCC(=O)Nc2cc(Cl)ccc2OC)n[nH]c1=O,0%,-20%,-7%
Cc1cc(C)c(C)c(S(=O)(=O)N2CCCN(C)CC2)c1C,-1%,-26%,-27%
COC(=O)c1cnc(N2CCN(c3ccc(F)cc3)CC2)c2ccccc12,-8%,?,?
Cc1cccc(NC(=S)N2CCCN(c3ncccc3[N+](=O)[O-])CC2)c1,9%,-19%,-8%
COc1ccccc1/C=C/c1onc(C)c1S(=O)(=O)N1CCC(C(=O)N2CCC(C)CC2)CC1,7%,16µM*,21µM*
CC(C)(C)c1ccc(OCCC(=O)OCC(=O)Nc2ccc(N3CCOCC3)cc2)cc1,-1%,?,?
O=C(CCNC(=O)c1ccc([N+](=O)[O-])cc1)N/N=C/c1ccc(F)cc1,5%,?,-15%
Cn1c(=O)c2c(SCC(=O)Nc3ccccc3C(F)(F)F)nc(C3CCCC3)nc2n(C)c1=O,3%,?,?
CCc1ccc(C(=O)c2cn(CC(=O)Nc3cccc(OC)c3)c3cc4c(cc3c2=O)OCO4)cc1,9%,?,-12%
O=C(/C=C/c1ccco1)NC(=S)Nc1nc(-c2ccc(Cl)cc2)cs1,5%,4.6µM*,5.2µM*
COc1ccccc1CNC(=O)CC(c1ccc(OC)c(OC)c1)N1Cc2ccccc2C1=O (centres undefined),3%,?,-10%
Cc1ccc(S(=O)(=O)N2CCCCC2)cc1NC(=O)CCNC(=O)c1ccc([N+](=O)[O-])cc1,-2%,16µM*,23µM*
COCC(=O)N[C@H]1C=C[C@@H](CC(=O)NCc2ccccc2OC)O[C@@H]1CO,·,5%,0%
Cc1cc(C)c2nc(SCC(=O)Nc3ccc(S(=O)(=O)N4CCCC4)cc3)c(C)cc2c1,4%,-8%,-4%
COc1ccc(-c2nnc(SCC(=O)N(C)C3CCS(=O)(=O)C3)n2CC(C)C)cc1 (centres undefined),·,-4%,-17%
Cc1ccc(S(=O)(=O)N(C)C[C@@H]2OCc3cnnn3CCCC(=O)N([C@@H](C)CO)C[C@@H]2C)cc1,·,-20%,-1%
Cc1ccc(CNS(=O)(=O)/C=C/c2ccc3c(c2)OCO3)cc1,2%,?,-6%
CCOc1ccccc1C1CC(=O)NC2=C1C(=O)CC(C)(C)C2 (centres undefined),2%,?,-23%
CN(C)c1ccc(CN2CCC(C(N)=O)CC2)cc1,-6%,-13%,-8%
CCOC(=O)C1CCN(C(=O)CSc2cc(=O)n(CC)c3ccccc23)CC1,0%,?,-9%

# Complete entries, quoted from the list. Screens in order: TDP1 block	DT40 TDP1 no CPT	TDP1 cell CPT
# CCOC(=O)C1CCN(C(=O)CSc2cc(=O)n(CC)c3ccccc23)CC1 is listed as 0%	?	-9%
# CN(C)c1ccc(CN2CCC(C(N)=O)CC2)cc1 is listed as -6%	-13%	-8%

# Next compounds
SMILES,TDP1 block,DT40 TDP1 no CPT,TDP1 cell CPT
COc1ccc(-c2cc(C(F)(F)F)n3nc(C(=O)N4CCN(C(=O)c5ccco5)CC4)cc3n2)cc1,·,21µM*,15µM*
O=C(CC(CC(=O)c1ccc(Cl)cc1)c1ccccc1C(=O)O)c1ccc(Cl)cc1,·,-8%,-12%
CCN1C(c2ccc(F)cc2)=CS/C1=C(/C#N)c1nnc2n1-c1ccccc1SC2,·,?,?
Cc1nnc(NC(=O)C2CCN(S(=O)(=O)c3ccc(Cl)cc3)CC2)s1,0%,-1%,2%
CC(NC(=O)c1ccco1)C(c1cccs1)N1CCN(c2ccccc2F)CC1 (centres undefined),-2%,?,?
Cc1cc(N2CCN(c3ccc(F)cc3)CC2)n2ncnc2n1,·,16µM*,?
